KCNK9 inh = inhibitors of human KCNK9 two-pore domain potassium channel. HEK293 KCNK9, FluxOR thallium flux fluorescence; active compounds read low. B-score at 10 µM. 310,000 compounds, 1.2% hits;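 active = ratio B-score over 3 SD below the library mean, with starting fluorescence within 5 SD of its mean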;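 note: negative B-score means less thallium flux so channel inhibition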
HDAC3 inhib = inhibitors of human histone deacetylase 3 | recombinant HDAC3, fluorogenic peptide/trypsin coupled, fluorescence | inhibition, % at 8.3 µM | 320,000 compounds, 0.15% hits | AID 2718; in the data active = inhibition above about 26%, passing the limit was not always enough; inconclusive = no clear call, values can overlap the other calls
Target sequence (O15379 whole entry, looked up): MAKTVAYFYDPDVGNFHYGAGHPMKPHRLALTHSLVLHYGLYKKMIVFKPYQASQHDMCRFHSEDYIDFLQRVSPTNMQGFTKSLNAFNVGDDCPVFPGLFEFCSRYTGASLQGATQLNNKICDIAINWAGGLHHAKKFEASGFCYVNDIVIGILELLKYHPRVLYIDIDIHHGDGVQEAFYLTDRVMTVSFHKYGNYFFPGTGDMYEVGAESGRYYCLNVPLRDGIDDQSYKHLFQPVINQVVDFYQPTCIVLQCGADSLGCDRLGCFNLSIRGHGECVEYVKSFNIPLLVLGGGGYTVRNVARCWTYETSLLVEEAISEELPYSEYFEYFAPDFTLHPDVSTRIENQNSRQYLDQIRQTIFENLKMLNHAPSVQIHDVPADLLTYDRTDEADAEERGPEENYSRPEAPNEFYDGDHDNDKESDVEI
hERG protect = compounds protecting human hERG from proarrhythmic drug block; Q12809; CHO-hERG, FluxOR thallium flux, dofetilide IC70 present; activation (rescue from dofetilide block), less the hit threshold, % at 10 µM; 310,000 compounds, 0.51% hits; AID 1511;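 active = activation above the mean of controls blocked by dofetilide plus 5 SD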;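 note: thallium influx through hERG after potassium depolarization seen as dye fluorescence rise; in these data hits start at about 4.7%; inactives centre near -7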
DYRK1A inh = Dyrk1A (rat) kinase inhibition | AID 504441 | 310,000 compounds, 0.43% hits | ADP-Glo luminescence, NFATc1 peptide | inhibition, % at 12.5 µM | Q63470; in the data active = inhibition above about 50%;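 note: plate controls were vehicle with enzyme for no effect and no enzyme for full effect; many of its hits are not listed in these tables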
PolyA inhibitor = blocks polyadenylation in yeast reporter cells | S. cerevisiae SKY197-pL101 polyadenylation reporter, beta-gal luminescence; efflux-impaired pdr1/pdr3 knockout yeast; score 100 = 6 SD above DMSO | calls only at 12 µM | 300,000 compounds, 0.02% hits;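 active = lowest replicate activity score at least 50, where 100 means six control SD above control mean; inconclusive = lowest score under 50 but half or more replicates reach 50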;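 note: yeast exposed to compound for 9 h at 30 °C; higher score means more reporter readthrough which indicates perturbed polyadenylation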
RGS4 pot = RGS4 potentiation or activation. HEK293 M3R/inducible RGS4, carbachol calcium flux Fluo4; active compounds read low. B-score at 10 µM. 310,000 compounds, 0.92% hits. AID 463111;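 active = B-score of the integrated calcium signal more than 4 SD below the library mean, with starting fluorescence not abnormally high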;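 note: negative B-score means reduced calcium response which marks RGS4 activation or potentiation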
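Assay system: Inducible-RGS4 HEK293 cells carrying M3 receptor | Schedule: Compound preincubation 20 min at room temperature before agonist | Signal: Kinetic calcium fluorescence imaging with Fluo4-AM dye, 2 µM | Read-out basis: B score from integrated fluorescence ratio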
KCNQ1 block = human KCNQ1 channel inhibition; CHO-K1 KCNQ1, FluxOR thallium flux fluorescence; active compounds read high; B-score at 10 µM; 310,000 compounds, 1.3% hits; AID 2642;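 active = compounds whose thallium flux B-score, printed positive for inhibition, exceeds three library SD while starting fluorescence stays within three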;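 note: channel opened by potassium depolarization with thallium stimulus after 20 min compound exposure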
KCNK3 inh = human KCNK3 channel inhibition, primary screen. O14649. CHO-KCNK3 thallium flux, FluxOR fluorescence; active compounds read low. B-score at 10 µM. 340,000 compounds, 0.84% hits. AID 602410;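 active = B-score under library mean minus 4 SD, starting fluorescence ratio at most library mean plus 5 SD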;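 note: more negative B-score means stronger inhibition of thallium flux through KCNK3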
KCNQ1 pot = potentiators or activators of human KCNQ1 potassium channel | P51787 | CHO-K1 KCNQ1, thallium flux FluxOR fluorescence; active compounds read high | B-score at 10 µM | 310,000 compounds, 0.35% hits | AID 2648;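 active = fluorescence ratio B-score, a plate-corrected score, at least three library SD, with initial intensity B-score within 5 SD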
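Schedule – 37 °C overnight plating, 90-min dark dye load, 20-min compound pretreatment · System – stable KCNQ1 CHO-K1 line · Probe or stimulus – thallium- and potassium-containing depolarizing buffer · Measured by – kinetic FluxOR fluorescence, 10 s baseline plus 110 s post-stimulus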
GSK3 alpha inh = blocks human GSK-3 alpha kinase | ADP-Glo luminescence, 60 min | inhibition, % at 10 µM | 320,000 compounds, 0.1% hits | AID 2650;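 in the data active = inhibition above about 50%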;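 note: GST-tagged GSK-3 alpha with peptide substrate and 25 µM ATP; 0% = DMSO neutral wells and 100% = GW8510 positive control wells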
Target sequence (P49840 whole entry, looked up): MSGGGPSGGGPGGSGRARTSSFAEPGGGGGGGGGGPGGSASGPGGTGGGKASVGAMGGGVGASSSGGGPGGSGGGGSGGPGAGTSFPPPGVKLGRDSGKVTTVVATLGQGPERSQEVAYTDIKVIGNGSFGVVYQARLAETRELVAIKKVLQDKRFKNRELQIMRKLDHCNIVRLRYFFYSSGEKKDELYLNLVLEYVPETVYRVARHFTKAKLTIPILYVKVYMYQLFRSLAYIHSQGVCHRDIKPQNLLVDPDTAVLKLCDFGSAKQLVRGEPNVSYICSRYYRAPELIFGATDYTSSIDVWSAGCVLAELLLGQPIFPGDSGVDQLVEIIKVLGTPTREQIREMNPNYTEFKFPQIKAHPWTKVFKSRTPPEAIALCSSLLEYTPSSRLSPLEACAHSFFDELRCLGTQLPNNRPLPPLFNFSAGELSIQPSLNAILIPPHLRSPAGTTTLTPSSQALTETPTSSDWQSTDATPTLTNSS
GSK3beta inhib = blocks human GSK3beta kinase activity | 300,000 compounds, 0.038% hits | AID 2097 | P49841 | GST-GSK3beta kinase, ADP-Glo luminescence, 60 min; active compounds read low | activity score (negative = inhibition), % at 10 µM;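 active = more than half of replicate wells score below -50%, meaning over 50% inhibition versus plate controls; inconclusive = some replicates but at most half score below -50%; inactive = no replicate scores below -50%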;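 note: 0% = median DMSO wells and -100% = median GW8510 positive control wells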
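Test system: GST-tagged human GSK3beta kinase, cell-free; evaluation: activity score scaled between in-plate DMSO and GW8510 controls; measured by: ADP-Glo luminescence; incubation: 60 min reaction, RT; benchmarks: DMSO and 20 µM GW8510; reagent: peptide substrate plus 25 µM ATP (final); medium: Tris/MgCl2 kinase buffer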
* marks the source's active call; other numbers are inactive results; i = inactive; ? = inconclusive; . = no result given. These rows are one share of the data; count on the stated rates, not on these rows.

SMILES	KCNK9 inh	HDAC3 inhib	hERG protect	DYRK1A inh	PolyA inhibitor	RGS4 pot	KCNQ1 block	KCNK3 inh	KCNQ1 pot	GSK3 alpha inh	GSK3beta inhib
O=c1c(C=NCCCn2ccnc2)c(-c2ccccc2)[nH]n1-c1nc2ccccc2s1	i	-3	-19	8	i	i	i	i	i	0	1
NNC(=O)C(Cc1ccccc1)NC(=O)OCc1ccccc1 (stereo unspecified)	i	-7	-6	0	i	i	i	i	i	1	-3
Cc1ccc2oc(=O)cc(/C=C/c3ccccc3)c2c1	i	2	-13	0	i	i	i	i	i	-1	-2
Cn1cccc1/C=N/NC(=O)c1ccc(OC(F)(F)C(F)F)cc1	i	4	-5	7	i	i	i	i	i	-1	3
COC(=O)c1cc(OC)c(OC)cc1NC(=O)c1ccc(OC)cc1	i	-9	-3	4	i	i	i	i	i	-1	-6
COCCOC(=O)c1c(NC(=O)CN2c3ccccc3CC2C)sc(C(N)=O)c1C (stereo unspecified)	i	7	-5	1	i	i	i	i	i	0	2
Cc1ccc(Oc2ccc(C(F)(F)F)cc2[N+](=O)[O-])c([N+](=O)[O-])n1	i	2	-2	6	i	i	i	i	i	1	0
CCCN(CCC)C(=O)c1cc2c(=O)n3cccc(C)c3nc2s1	i	-10	-4	2	i	i	i	i	i	-1	0
COc1ccc(/C=C/c2ccc3ccccc3[n+]2C)cc1OC	i	5	-6	-3	i	i	i	i	i	0	0
COCCN(C(=O)Nc1ccc(OC)cc1)c1nc2ccccc2s1	i	0	-8	-3	i	i	i	i	i	-1	-3
COc1ccc(/C(C)=N/NC(=O)CNC(=O)c2ccco2)c(OC)c1	i	9	-7	-3	i	i	i	i	i	-2	2
CCNc1nc(NCC)nc(N(C)n2cnnc2)n1	i	3	-12	1	i	i	i	i	i	4	-3
CCN(CC)C(=O)COc1ccc(/C=N/NC(=O)c2cc(-c3ccccc3OC)nc3ccccc23)cc1OC	i	-5	-12	.	i	i	i	i	i	-6	-3
CCOC(=O)c1ccccc1NC(=O)Cc1sc(-c2cccnc2)nc1-c1ccc(C)cc1	i	4	-6	.	i	i	i	.	i	-2	-4
CN1C(=O)C(C)(C)c2cc(S(=O)(=O)N3CCCCCC3)ccc21	i	-1	-7	-3	i	i	i	i	i	-1	2

Given with each value named: part of the list above
CCCN(CCC)C(=O)c1cc2c(=O)n3cccc(C)c3nc2s1
  KCNK9 inh: i; HDAC3 inhib: -10; hERG protect: -4; DYRK1A inh: 2; PolyA inhibitor: i; RGS4 pot: i; KCNQ1 block: i; KCNK3 inh: i; KCNQ1 pot: i; GSK3 alpha inh: -1; GSK3beta inhib: 0
COc1ccc(/C=C/c2ccc3ccccc3[n+]2C)cc1OC
  KCNK9 inh: i; HDAC3 inhib: 5; hERG protect: -6; DYRK1A inh: -3; PolyA inhibitor: i; RGS4 pot: i; KCNQ1 block: i; KCNK3 inh: i; KCNQ1 pot: i; GSK3 alpha inh: 0; GSK3beta inhib: 0
COCCN(C(=O)Nc1ccc(OC)cc1)c1nc2ccccc2s1
  KCNK9 inh: i; HDAC3 inhib: 0; hERG protect: -8; DYRK1A inh: -3; PolyA inhibitor: i; RGS4 pot: i; KCNQ1 block: i; KCNK3 inh: i; KCNQ1 pot: i; GSK3 alpha inh: -1; GSK3beta inhib: -3

(cont.)
SMILES	KCNK9 inh	HDAC3 inhib	hERG protect	DYRK1A inh	PolyA inhibitor	RGS4 pot	KCNQ1 block	KCNK3 inh	KCNQ1 pot	GSK3 alpha inh	GSK3beta inhib
COc1ccc(Nc2nc3ccccc3n3cnnc23)cc1Cl	i	2	-5	2	i	i	i	i	i	-2	2
COC(=O)CSc1nc(N2CCOCC2)c2c(c1C#N)CCCC2	i	-2	-7	0	i	i	i	i	i	3	-1
Cc1ccccc1Nc1nnc(SCC(=O)N(C)C2CCS(=O)(=O)C2)s1 (stereo unspecified)	i	1	-14	-2	i	i	i	i	i	0	3
COC(C[C@@H](O)C[C@@H](O)[C@H](C)OCc1ccccc1)OC	i	-2	-4	-3	i	i	i	i	i	2	1
O=C(CNC(=O)c1ccc(Br)o1)NCc1ccc(Cl)cc1	i	6	-12	1	i	i	i	i	i	0	2
O=C(NC(=S)Nc1nc(-c2ccccc2)cs1)c1cncc(Br)c1	i	9	-2	.	i	i	i	i	i	4	2
O=C(Nc1ccccc1)O/N=C/c1ccncc1	i	0	-2	12	i	i	i	i	i	.	1
CCOc1ccccc1OCC(=O)Nc1ccc(S(=O)(=O)N(C)C)cc1	i	-1	-11	-4	i	i	i	i	i	-1	2
CCc1cccc2c(C(=O)C(NCCOC)c3ccccc3)c[nH]c12 (stereo unspecified)	i	5	-6	-6	i	i	i	i	i	1	-2
COc1ccc2oc(C(=O)c3ccccc3)c(NC(=O)CN3CCN(C)CC3)c2c1	i	5	-8	8	i	i	i	i	i	1	1
FC(F)(F)c1ccccc1C1=CC(c2ccccc2)n2ncnc2N1 (stereo unspecified)	i	-7	-4	7	i	i	i	i	i	1	1
CCOC(=O)Nc1ccc2c(c1)N(C(=O)N(CC)CC)c1ccccc1CC2	i	2	-10	2	i	i	i	i	i	-2	-25
CCOc1cc(/C=N/O)cc(Cl)c1OC	i	.	-2	3	i	i	i	i	i	.	1
CC1CCCC(C)N1/N=C/c1ccccc1OC(F)F (stereo unspecified)	i	-4	-18	2	i	i	i	i	i	-1	1
C=CCN1C(=O)/C(=C/c2ccc(OC(C)=O)c(OCC)c2[N+](=O)[O-])SC1=S	i	.	-39	3	i	i	12*	i	i	.	2
Cc1cccc(NC(=O)CCNS(=O)(=O)c2cccc3nsnc23)c1C	i	4	-3	2	i	i	i	i	i	-1	-3
CCOc1ccc(OCC)c(S(=O)(=O)N2CCC(C)CC2)c1	i	8	-12	-3	i	i	i	i	i	-12	-7
CCOc1cc(CN2CCN(c3ccc(C(C)=O)cc3)CC2)ccc1OC	i	-1	-12	1	i	i	i	i	i	-1	1
Cc1ccc(NC(=O)c2cccc3c2C(=O)N(C2CCCCC2)C3)c(C)c1	i	4	-7	6	i	i	i	i	i	0	-7
C=CCn1c(SCC(=O)Nc2nnc(CC)s2)nnc1-c1ccco1	i	-1	-9	-12	i	i	i	i	i	3	-3
COc1ccc(CN2CCN(Cc3ccon3)CC2CCO)c(C)c1C (stereo unspecified)	i	6	-10	3	i	i	i	i	i	0	0
COc1ccc(Nc2cc(C)nc3ccccc23)cc1	i	3	-8	5	.	i	i	i	i	-1	-1
C=C(C)C1CC=C(C)/C(=N\NC(=O)CCc2ccccc2)C1 (stereo unspecified)	i	-5	-13	1	i	i	i	i	i	-1	2
COCCNC(=O)CCCN1C(=O)c2ccccc2Sc2ncccc21	i	2	-1	0	i	i	i	i	i	-2	0
COc1ccccc1/C=C/C(=O)NCC(=O)n1nc(C)cc1C	i	-6	-4	-2	i	i	i	i	i	2	2
CC(=O)c1cccc(NC(=O)c2csc3c2CCCCC3)c1	i	-3	-13	-3	i	i	i	i	i	.	2
Cc1nnc(SCC(=O)Nc2ncc3c(n2)CCCC3=O)s1	i	-3	-7	5	i	i	i	i	i	2	1
C=C(C)Cn1c(SCC(=O)N/N=C/c2cccc(O)c2)nc2ccccc2c1=O	i	7	-16	-2	i	i	i	i	i	-1	1
S=C(NCCc1ccccc1)NCc1cccs1	i	2	-5	6	i	i	i	i	i	1	1
O=C(Nc1nc(-c2ccc(Cl)cc2)cs1)NC1CCCCC1	i	12	-18	-9	i	i	i	i	i	-1	0
CC(C)=CC(=O)Nc1ccccc1Br	i	-5	-9	4	i	i	i	i	i	-4	-1
Cn1c(CCN2CCCCC2)nc2cc(NS(=O)(=O)c3ccc(F)cc3)ccc21	i	-11	-10	-3	i	i	i	i	i	4	0
N#CCC(=O)N/N=C/c1cc(-c2ccccc2)n(-c2ccc(Cl)cc2)c1-c1ccccc1	i	2	-23	.	i	i	i	.	i	-2	-6
NCc1oc(-c2ccccc2)cc1C(=O)O	i	?	-3	19	i	i	i	i	i	0	-1
CCOc1ccc(S(=O)(=O)NCC2CCCO2)c2cccnc12 (stereo unspecified)	i	-24	-5	0	i	i	i	i	i	-9	-3
CCOC(=O)N1CCN(C(=O)CS(=O)Cc2nc(-c3ccc(OC)c(OC)c3)oc2C)CC1 (stereo unspecified)	i	-2	-3	7	i	i	i	i	i	-3	0
CCCCOC(=O)c1[nH]c(C)c(C(=O)OC)c1C	i	4	-6	2	i	i	i	i	i	3	3
COc1ccccc1N1CCN(C(=O)c2cc3c(s2)-c2ccccc2OC3)CC1	i	-2	-6	-5	i	i	i	i	i	0	4
O=C(NCC(c1cccs1)N1CCOCC1)c1cccc([N+](=O)[O-])c1 (stereo unspecified)	i	2	-3	4	i	i	i	i	i	-3	1
Cc1cc(OC(=O)c2cccs2)ccc1C(C)C	i	-2	-5	2	i	i	i	i	i	-6	0
CCOC(=O)c1cc(-c2ccccc2)sc1NC(=O)c1ccc(OC)c(OC)c1	i	0	-7	1	i	i	i	i	i	-4	1
Cc1nc(N2CCN(C(=O)COc3ccccc3)CC2)c2c(C)c(C)sc2n1	i	3	-19	-1	i	i	i	i	i	3	-3
O=C1c2ccccc2CCC12N=NCC2c1ccc(Cl)cc1 (stereo unspecified)	i	-1	-12	0	i	i	i	i	i	-3	0
CCOC(=O)CSc1nc2c(sc3ccccc32)c(=O)n1CCCN1CCOCC1	i	1	4.9*	37	i	i	i	i	i	-5	-1
COC(=O)c1cc(C(=O)NCc2ccccc2)c(=O)[nH]c1C	i	-6	-5	-4	i	i	i	i	i	0	-5
Cc1cccc(C)c1NC(=O)CNC(=O)CCC(=O)c1cccs1	i	-7	-7	3	i	i	i	i	i	1	-1
CC(NC(=O)c1ccc2c(c1)OCCO2)C(=O)O (stereo unspecified)	i	-4	4	3	i	i	i	i	i	-4	0
CCOC(=O)CC(=O)CSc1nccc(-c2cccnc2)n1	i	6	-13	13	i	i	i	i	i	-1	2
CS(=O)(=O)N(CC(=O)Nc1cccc([N+](=O)[O-])c1)c1cccc(F)c1	i	-2	-8	3	i	i	i	i	i	-1	4
COCCn1c(=S)[nH]c2cc(OC)c(OC)cc2c1=O	i	0	-1	5	i	i	i	i	i	0	1
Cc1cc(NC(=O)CSc2nnc3c(C)cc4cc(C)c(C)cc4n23)no1	i	0	-2	10	i	i	i	i	i	-2	2
O=C(O)c1c[nH]ccc1=O	i	0	-4	3	i	i	i	i	i	-1	-1

Bioassay records: PubChem, several laboratories
